TAG inh – triacylglycerol accumulation inhibition; inhibition, % at 12.5 µM; H9c2 cells, Nile Red lipid (TAG) fluorescence; cells loaded with 200 µM oleic acid; 230,000 tested, 0.66% active;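 active = pattern-corrected inhibition of lipid staining of at least 50% with the nuclear-stain viability signal not falling by more than 50%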;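 also: 0% = DMSO wells and 100% = triacsin C control wells; some results filed as inactive read as strong as hits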
TAG inh DAPI viability – second read-out of TAG inh, no call of its own (marks repeat the call); DAPI nuclei signal change (viability), lower = more cytotoxic, %;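 whole-well DAPI fluorescence read on a plate reader as a viability signal; minus 50 percent equals half of cells still viable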
* marks the source's active call; other numbers are inactive results. Not all compounds are listed; the hit share may differ from the screen's.

SMILES	TAG inh	TAG inh DAPI viability
CC(=O)Nc1ccc(S(=O)(=O)NC2=C(N3CCN(Cc4ccccc4)CC3)C(=O)c3ccccc3C2=O)cc1	15	-4
CC(=O)NCC(=O)OCC(=O)N1c2ccccc2Sc2ccccc21	-6	2
CCc1nc2ccc(C(=O)NC(C)(C)C)cn2c1N(CC)Cc1cccc(Br)c1	1	6
CC(C)(C)n1nc2c(c1NC(=O)c1ccccc1C(F)(F)F)CS(=O)(=O)C2	20	-2
COc1ccc(NS(=O)(=O)c2ccc(Cl)s2)cn1	-12	10
COc1ccc(Cn2c(C)nc3c(c(=O)c4ccccc4n3C)c2=O)cc1	-5	-9
Cc1cc(OC(=O)Nc2ccccc2)ccc1Cl	6	4
CC1(C)Oc2ccc3ccc(=O)oc3c2/C(=C/Nc2ccc(O)cc2)C1=O	30	-13
CC1CCCCC1NC1=NCCS1 (configuration not stated)	12	-10
Cc1cc(C)c(C)c(S(=O)(=O)N2CCNC(=O)C2)c1C	14	2
N/C(=N\c1nc2ccccc2o1)NC(=O)c1ccccc1NC(=O)c1ccccc1	-4	6
CCOCCCNC(=O)C1CCCN(S(=O)(=O)CC)C1 (configuration not stated)	4	-4
CC[C@]12c3[nH]c4cc(-c5ccco5)ccc4c3CCN1C(=O)[C@@H](CC(=O)NCC13CC4CC(CC(C4)C1)C3)C[C@@H]2C(=O)N1CCN(C(=O)c2ccco2)CC1	16	19
COc1ccccc1C(=O)N/C(=C\c1ccc(Br)cc1)C(=O)N1CCCC1	-1	5
CCOc1ccc(CSC(=N)N)cc1Cl	7	7
Cc1ccc(-c2nc3cccnc3s2)cc1NS(=O)(=O)c1ccc2c(c1)OCCO2	-3	3
COc1ccc(N2CCN(C(=O)COC(=O)CCc3ccccc3)CC2)cc1	2	-8
O=C(OCC(=O)c1ccc[nH]1)c1ccc(Cl)nc1	11	-2
COc1ccc(C(=O)NCC(=O)OCC(=O)c2c[nH]c3ccccc23)cc1	-24	2
CNC(=S)N/N=C/c1ccc(-c2cc([N+](=O)[O-])ccc2Cl)o1	0	-3
CC(C)NC(=O)c1cnn2c1NC(c1cccs1)CC2C(F)(F)F (configuration not stated)	-1	-3
CCOC(=O)Cc1csc(SCC(=O)NC2CCS(=O)(=O)C2)n1 (configuration not stated)	3	8
COc1ccc(S(=O)(=O)N2CCC3(CC2)CC(=O)c2ccccc2O3)cc1OC	-24	-1
CCCCC1=CC2=CC(=O)C(C)(OC(=O)CC)C(=O)C2=CN1CCc1ccc(Br)cc1 (configuration not stated)	17	-2
Cc1ccsc1S(=O)(=O)N1CCC(CO)(CC2CCCCO2)CC1 (configuration not stated)	12	-2
Cc1ccsc1C(=O)N(C)CC(=O)N(CC(C)C)c1c(N)n(CC(C)C)c(=O)[nH]c1=O	1	7
CN1CCN(CCC(=O)N/N=C/C=C2\N(C)c3ccccc3C2(C)C)CC1	-1	4
O=C(Oc1ccccc1)c1ccc2c(c1)C(=O)N(Cc1ccncc1)C2=O	6	0
CC1(C)SC(=S)N(c2ccccc2)C1/[N+]([O-])=C/c1cccc([N+](=O)[O-])c1 (configuration not stated)	-10	3
Cc1ccc(OCC(=O)Nc2ccc(F)cc2)c([N+](=O)[O-])n1	-1	1
COCCCNC(=O)c1cn(C)c(=O)c2cc(OC)c(OC)cc12	-5	-1
C/C(=N\Nc1ccc2nncn2n1)c1ccccn1	18	-15
CCOC(=O)c1sc(N2N=C(C)C(N=Nc3cccc(C)c3)C2=O)nc1C (configuration not stated)	9	-3
Cc1ccc(C(C)NC(=O)CSc2ccc(S(=O)(=O)N3CCOCC3)cn2)cc1C (configuration not stated)	-19	-8
Cc1nnc(SCC(=O)O)o1	13	-4
CCOC(=O)CCNC(=O)N1CCCC(C(=O)c2ccc3c(c2)OCO3)C1 (configuration not stated)	-8	-3
Cc1cccn2c(=O)c(/C=C(\C#N)C(=O)NCc3ccco3)c(N3CCOCC3)nc12	-7	-3
C=CCn1nc(-c2ccccc2)cc1C(=O)OCC	-5	12
CN(Cc1ccccc1)C(=O)c1ccc2c(c1)NC(=O)C(N1CCOCC1)S2 (configuration not stated)	5	-7
O=C(Nc1ccccc1-c1ccccc1)c1ccc(=O)[nH]n1	-2	3
CC(=O)N1CCN(C(=O)CSc2ncnc3sc(C)c(C)c23)CC1	-4	0
O=C(CNC(=O)c1ccc(Br)o1)NCC1COc2ccccc2O1 (configuration not stated)	19	-7
O=C1C=C(c2ccc(F)c(Cl)c2)C[C@@H](c2ccc(F)cc2)C1	0	-11
O=C(O)COc1ccc(/C=N/NC(=O)/C(=C/C=C/c2ccccc2)NC(=O)c2ccccc2)cc1	8	4
O=C(CS(=O)(=O)Cc1ccccc1)NCC1CCCO1 (configuration not stated)	-9	-4
O=[N+]([O-])c1cccc(C2=NCCC(c3ccccc3)O2)c1 (configuration not stated)	-3	-10
CSc1nc(N2CCOCC2)c2c(c1C#N)CCCCC2	-15	2
NC(=O)C[n+]1cccc(/C=N/O)c1	4	-5
CCCNC(=O)c1cc(C2CCCN(C(=O)c3ccccc3)C2)on1 (configuration not stated)	14	0
Cc1ccc(CNC(=O)c2ccccc2NS(=O)(=O)c2ccc(Cl)nc2)cc1	12	3
COc1ccc(C)cc1Nc1n[n+](-c2ccccc2)c(-c2ccc(SC)cc2)s1	-5	2
CCOc1ccc(NC(=O)CN(C)S(=O)(=O)c2ccc3c(c2)CCC(=O)N3)cc1	-3	-4
O=C(COC(=O)CCC(=O)Nc1nccs1)NCc1ccco1	-9	2
COc1ccc(F)c(C2C(C#N)=C(N)Oc3n[nH]c(C(C)(C)C)c32)c1 (configuration not stated)	0	1
COC(=O)N/N=C1\CCCc2c(C)cc(C)cc21	-5	6
CC1(C(=O)NS(=O)(=O)c2cccc(Cl)c2)CCN1C(=O)c1cccc(F)c1 (configuration not stated)	-5	9
COCCn1c(Cc2cccn2C)nnc1SCC(=O)Nc1nccs1	-1	6
COc1cccc(/C=C/C(=O)OCC(=O)c2ccccc2)c1OC	10	3
Cc1[nH]c(=O)[nH]c(=O)c1/C=N/NC(=O)[C@H](CC(C)C)NC(=O)OC(C)(C)C	-3	18
CCCCC[C@@H]1C=C(C(=O)O)[C@H](c2ccc(CC)cc2)N1S(=O)(=O)c1ccc(C)cc1	-3	4

Part of the list above, with values under each structure:
Each structure is followed by: TAG inh	TAG inh DAPI viability
CC(=O)Nc1ccc(S(=O)(=O)NC2=C(N3CCN(Cc4ccccc4)CC3)C(=O)c3ccccc3C2=O)cc1
→ 15	-4
CC(=O)NCC(=O)OCC(=O)N1c2ccccc2Sc2ccccc21
→ -6	2
CCc1nc2ccc(C(=O)NC(C)(C)C)cn2c1N(CC)Cc1cccc(Br)c1
→ 1	6
CC(C)(C)n1nc2c(c1NC(=O)c1ccccc1C(F)(F)F)CS(=O)(=O)C2
→ 20	-2
COc1ccc(NS(=O)(=O)c2ccc(Cl)s2)cn1
→ -12	10
COc1ccc(Cn2c(C)nc3c(c(=O)c4ccccc4n3C)c2=O)cc1
→ -5	-9
Cc1cc(OC(=O)Nc2ccccc2)ccc1Cl
→ 6	4
CC1(C)Oc2ccc3ccc(=O)oc3c2/C(=C/Nc2ccc(O)cc2)C1=O
→ 30	-13
CC1CCCCC1NC1=NCCS1 (configuration not stated)
→ 12	-10
Cc1cc(C)c(C)c(S(=O)(=O)N2CCNC(=O)C2)c1C
→ 14	2
N/C(=N\c1nc2ccccc2o1)NC(=O)c1ccccc1NC(=O)c1ccccc1
→ -4	6
CCOCCCNC(=O)C1CCCN(S(=O)(=O)CC)C1 (configuration not stated)
→ 4	-4
CC[C@]12c3[nH]c4cc(-c5ccco5)ccc4c3CCN1C(=O)[C@@H](CC(=O)NCC13CC4CC(CC(C4)C1)C3)C[C@@H]2C(=O)N1CCN(C(=O)c2ccco2)CC1
→ 16	19
COc1ccccc1C(=O)N/C(=C\c1ccc(Br)cc1)C(=O)N1CCCC1
→ -1	5
CCOc1ccc(CSC(=N)N)cc1Cl
→ 7	7
Cc1ccc(-c2nc3cccnc3s2)cc1NS(=O)(=O)c1ccc2c(c1)OCCO2
→ -3	3
COc1ccc(N2CCN(C(=O)COC(=O)CCc3ccccc3)CC2)cc1
→ 2	-8
O=C(OCC(=O)c1ccc[nH]1)c1ccc(Cl)nc1
→ 11	-2
COc1ccc(C(=O)NCC(=O)OCC(=O)c2c[nH]c3ccccc23)cc1
→ -24	2
CNC(=S)N/N=C/c1ccc(-c2cc([N+](=O)[O-])ccc2Cl)o1
→ 0	-3
CC(C)NC(=O)c1cnn2c1NC(c1cccs1)CC2C(F)(F)F (configuration not stated)
→ -1	-3
CCOC(=O)Cc1csc(SCC(=O)NC2CCS(=O)(=O)C2)n1 (configuration not stated)
→ 3	8
COc1ccc(S(=O)(=O)N2CCC3(CC2)CC(=O)c2ccccc2O3)cc1OC
→ -24	-1

(continued)
SMILES	TAG inh	TAG inh DAPI viability
Cc1nn(-c2ccccn2)c2c1C(=O)CC(C)(C)C2Br (configuration not stated)	-7	2
CN(CC(=O)N1CCc2ccccc21)S(=O)(=O)c1cccc2cccnc12	2	4
O=C(Nc1nc2cc3c(cc2s1)OCCO3)C1=COCCO1	-3	4
O=[N+]([O-])c1ccc(O)c2cccnc12	0	-6
CC1CCCN(CC(O)CN2CCN(CC(O)CN3CCCC(C)C3)C(C)C2)C1 (configuration not stated)	6	1
Cc1ccc(S(=O)c2ccc([N+](=O)[O-])c3nonc23)cc1 (configuration not stated)	-15	-9
CCOC(=O)c1ccccc1NC(=O)CSC(C)C(=O)Nc1cc(C)on1 (configuration not stated)	12	-1
Cc1c(C(=O)OCC(=O)Nc2ccccc2OC(F)F)cccc1[N+](=O)[O-]	-8	7
Cc1ccc(NC(=S)Nc2cccc3ccccc23)cc1F	11	-13
CCc1cc(C(=O)NN2C(=O)NC3(CCCCC3)C2=O)sc1C	3	-3
Nc1nonc1C(=O)NCCNS(=O)(=O)c1ccc(F)cc1	-16	1
C#CC[N+](C)(C)CCCCCCCC	-17	-2
COc1ccc(CC(C(=O)Nc2ccc(OC)cc2)c2nn[nH]n2)cc1 (configuration not stated)	12	-2
CC(Cl)C(=O)Nc1cc(C(F)(F)F)ccc1N1CCOCC1 (configuration not stated)	-1	-1
Cc1c(C(=O)Nc2ccc(Cl)cc2)c2ccccn2c1C(=O)c1ccc(F)cc1	18	-9

Part of the list above, as comma-separated lines.
molecule,TAG inh,TAG inh DAPI viability
C#CC[N+](C)(C)CCCCCCCC,-17,-2
CC(Cl)C(=O)Nc1cc(C(F)(F)F)ccc1N1CCOCC1 (configuration not stated),-1,-1

Further records follow:
SMILES	TAG inh	TAG inh DAPI viability
COc1cc([N+](=O)[O-])ccc1NC(=O)Nc1cccnc1	-10	10
CC(C)(C)c1ccc(CN(Cc2ccco2)Cc2nnnn2C2CCCC2)cc1	15	6
Cc1oc(-c2ccc3c(c2)OCCO3)cc1C(=O)NC(Cc1ccccc1)C(=O)O (configuration not stated)	-5	-3
CC(OC(=O)CCCN=C1NS(=O)(=O)c2ccccc21)C(=O)Nc1ccc(F)c(F)c1F (configuration not stated)	0	-12
COc1cc(/C=N/NC(=O)Cn2nc([N+](=O)[O-])cc2C)cc(Br)c1OCc1ccccc1	-47	7
CC(C)OCCCNc1ncc2c(n1)CC(c1ccccc1)CC2=O (configuration not stated)	-1	5
CC(C)CCCN1C(N(C)C)=NC[C@@H]1Cc1ccccc1	-10	11
Cc1cc(C)c2c(-n3cccc3)c(NC(=O)OC(C)C)sc2n1	11	-3
CC(C)(C)n1nc2c(c1NC(=O)c1ccc(Br)cc1)CS(=O)C2 (configuration not stated)	-2	-2
CN(C(=O)CSc1nnc(-c2ccc3c(c2)OCO3)o1)C1CCS(=O)(=O)C1 (configuration not stated)	1	4
CCC(C)C(NS(=O)(=O)c1ccc(C)cc1)C(=O)O (configuration not stated)	-3	13
COC(=O)C1Cc2ccccc2CN1S(=O)(=O)c1ccc(F)cc1 (configuration not stated)	-26	13
COc1cccc(C2CC(=O)C3=C(C2)Nc2ccccc2N(C(=O)CCC(=O)O)C3c2ccc(F)cc2)c1 (configuration not stated)	-4	8
Cc1ccc(NS(=O)(=O)c2cccc(C(=O)NCC(c3cccs3)N(C)C)c2)cc1 (configuration not stated)	-19	4
CCC(=O)N/C(N)=N/c1nc2ccccc2o1	7	-1
CC(C)COC(=O)c1ccc(NC(=O)C2C3CCC(C3)C2C(=O)O)cc1 (configuration not stated)	0	2
COc1ccc(C(=O)c2sc(Nc3ccccc3)c(C(=O)Nc3ccc(OC)c(OC)c3)c2N)cc1	-9	-9
COc1ccc2[nH]c3c(c2c1)CCC/C3=N\N	3	6
O=C(COC(=O)c1ccccc1)Nc1ccccc1Br	12	3
CC1CCN(C(=O)c2ncn(Cc3ccccc3)c2C(=O)N2CCC(C)CC2)CC1	14	-13
O=C(NCCO)c1scc2c1OCCO2	-16	-7
CCOC(=O)C1(Cc2cccc(OC)c2)CCN(Cc2cc(OC)ccc2OC)CC1	-11	13
CCOc1ccccc1C1C(C#N)=C(N)SC(N)=C1C#N	9	5
Cc1onc(-c2c(Cl)cccc2Cl)c1C(=O)NC1C(=O)N2C1SC(C)(C)C2C(=O)O (configuration not stated)	-16	7
O=C(COC(=O)c1cnc(Cl)c(Cl)c1)Nc1ccc(S(=O)(=O)N2CCCC2)cc1	-1	-4
COc1ccc(C)c(NC(=O)C2CC(=O)NC3=C2C(=O)CCC3)c1 (configuration not stated)	-18	10
O=C(NCc1ccccc1)c1onc(CSc2ccccn2)c1C(=O)NCc1ccccc1	6	1
O=C1NCCN(Cc2cccc(Oc3ccccc3)c2)C1CC(=O)N1CCCCC1 (configuration not stated)	-15	-10
CCOc1ccc(NC(=O)Cn2nnc(C(=O)NCCc3ccc(OC)c(OC)c3)c2N)cc1	14	-8
Cc1cc([N+](=O)[O-])nn1CC(=O)N/N=C/c1ccc(O)cc1O	23	-21

Source: PubChem BioAssay
